CHRM5 antagonist: antagonists of human muscarinic M5 receptor (CHRM5). hit rate 0.59% among 360,000. inhibition, % at 3 µM. AID 624040. P08912. CHO-hM5 cells, Fluo-8 calcium fluorescence, ACh EC80;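 active means inhibition above a per-plate cutoff, the mean of that plate's test compounds plus 3 SD, cut at about 27% in these data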;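 further: 0% = acetylcholine EC80 with DMSO and 100% = DMSO without agonist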
M5 PAM: potentiates acetylcholine response at human M5 receptor | P08912 | activation, % at 3 µM | hit rate 0.3% among 360,000 | CHO-K1 hM5, Fluo-8 calcium, ACh EC20 PAM; 0% = ACh EC20, 100% = ACh EC100;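 active means activation above the run cutoff, the mean activation of all test compounds plus 3 SD, cut at about 18% in these data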
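Test system: CHO-K1 hM5 cells / Doses: single-point, 3 µM nominal / Times: Post-acetylcholine fluorescence recording 140 s / Technique: Fluo-8 calcium fluorescence / Measure: Max/basal fluorescence ratio as % of EC20–EC100 ACh window / Benchmarks: low control EC20 acetylcholine (0%), high control EC100 acetylcholine (100%) / Replicates: one well per compound, no replicates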
M1 antag: antagonists of human M1 muscarinic receptor. P11229. CHO-K1 hM1, Fluo-8 calcium fluorescence, ACh EC80 antagonist. inhibition, % at 3 µM. hit rate 1.3% among 360,000. AID 588852;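 active means percent inhibition above its own plate's cutoff, namely the mean of that plate's compound wells plus 3 SD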;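 further: peak over basal fluorescence ratio during 140 s after agonist addition; 0% = ACh EC80 plus DMSO and 100% = DMSO alone without agonist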
Target sequence (P11229 whole entry, looked up): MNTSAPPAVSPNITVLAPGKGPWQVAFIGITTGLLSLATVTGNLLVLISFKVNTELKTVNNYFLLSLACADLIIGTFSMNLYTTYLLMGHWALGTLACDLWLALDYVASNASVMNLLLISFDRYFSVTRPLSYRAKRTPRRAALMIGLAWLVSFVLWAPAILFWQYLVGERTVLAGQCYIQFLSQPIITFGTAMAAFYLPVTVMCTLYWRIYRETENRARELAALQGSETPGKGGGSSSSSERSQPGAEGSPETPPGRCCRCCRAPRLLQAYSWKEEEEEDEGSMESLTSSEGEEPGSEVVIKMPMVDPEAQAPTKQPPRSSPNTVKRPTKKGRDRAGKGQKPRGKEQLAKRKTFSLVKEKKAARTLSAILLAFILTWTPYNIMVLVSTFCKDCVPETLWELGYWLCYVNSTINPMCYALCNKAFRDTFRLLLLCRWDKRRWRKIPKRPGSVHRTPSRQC
M4 ag: agonists of human muscarinic M4 receptor (CHRM4) | P08173 | CHO-K1 hM4/Gqi5, Fluo-8 calcium fluorescence; vehicle 0%, full acetylcholine response 100% | activation, % at 3 µM | hit rate 0.14% among 360,000;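 active means activation above the run mean over all test wells plus 3 SD, cut at about 32% in these data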;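 further: peak over basal fluorescence ratio per well then scaled between controls; 0% = DMSO wells and 100% = acetylcholine at EC100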
Target sequence (P08173 whole entry, looked up): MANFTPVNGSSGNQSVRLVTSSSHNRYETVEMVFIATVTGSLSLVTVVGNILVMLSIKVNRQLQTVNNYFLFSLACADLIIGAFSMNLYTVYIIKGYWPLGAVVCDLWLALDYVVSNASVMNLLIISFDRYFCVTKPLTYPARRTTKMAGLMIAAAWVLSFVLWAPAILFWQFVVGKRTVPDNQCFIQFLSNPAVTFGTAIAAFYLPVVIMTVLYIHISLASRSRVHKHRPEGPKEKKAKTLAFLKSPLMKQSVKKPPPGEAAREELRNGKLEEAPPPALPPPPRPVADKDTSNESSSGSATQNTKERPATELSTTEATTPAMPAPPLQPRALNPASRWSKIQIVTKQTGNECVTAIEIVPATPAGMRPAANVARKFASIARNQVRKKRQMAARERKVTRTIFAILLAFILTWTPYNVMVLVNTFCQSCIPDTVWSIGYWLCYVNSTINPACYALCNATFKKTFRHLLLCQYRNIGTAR
CHRM5 agonist: CHRM5 agonism in calcium assay | P08912 | CHO-K1 hM5 cells, Fluo-8 calcium fluorescence; 0% DMSO wells, 100% maximal acetylcholine response | activation, % at 3 µM | hit rate 0.19% among 360,000 | AID 624037;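 active means activation above the run's mean over test compounds plus 3 SD, cut at about 23% in these data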;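 further: signal is peak over basal fluorescence ratio across the kinetic read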
TAAR1 agonist: agonists of human TAAR1. AID 624467. CHO RD-HGA16 TAAR1, Fluo-8 calcium fluorescence; vehicle wells 0%, saturating PEA agonist 100%. Q96RJ0. hit rate 0.99% among 360,000. activation, % at 3 µM;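 active means activation above the mean activation of all test compounds in the run plus 3 SD, cut at about 38% in these data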
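Benchmarks: low control DMSO, high control PEA (EC100); System: CHO RD-HGA16 cells carrying human TAAR1 plus Gα16; Detection: Fluo-8 fluorescence, 5 s baseline then 140 s kinetic read; Schedule: 17-24 h plating, Fluo-8 75 min 37 °C, 30 min RT; Read-out basis: % activation from peak over basal fluorescence ratio, DMSO-to-PEA scaled.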
CHRM1 PAM: potentiates human M1 receptor response to acetylcholine; P11229; CHO-K1 hM1, Fluo-8 calcium fluorescence, ACh EC20; 0% = ACh EC20, 100% = maximal ACh; activation, % at 3 µM; hit rate 0.088% among 360,000; in the data active means activation above about 19%, passing the limit was not always enough
CHRM4 antagonist: blocks acetylcholine activation of human M4 receptor; P08173; CHO-hM4 cells, ACh EC80, Fluo-8 calcium fluorescence; inhibition, % at 3 µM; hit rate 0.73% among 360,000; AID 624125;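 active means inhibition above its plate's cutoff, the mean inhibition of sample wells plus 3 SD, cut at about 27% in these data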;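 further: 0% = acetylcholine EC80 with DMSO and 100% = DMSO without agonist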
CHRM1 agonist: human M1 muscarinic receptor agonism. P11229. CHO-K1 hM1, Fluo-8 calcium fluorescence, agonist mode; 0% DMSO, 100% acetylcholine EC100. activation, % at 3 µM. hit rate 0.33% among 360,000;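 active means activation above the run's mean compound activation plus 3 SD, cut at about 16% in these data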;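 further: peak over basal fluorescence ratio within a 140 s kinetic read after compound addition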
The depositor's hits bear a star; / = no result given.

SMILES,CHRM5 antagonist,M5 PAM,M1 antag,M4 ag,CHRM5 agonist,TAAR1 agonist,CHRM1 PAM,CHRM4 antagonist,CHRM1 agonist
Cc1ccc(/C=C2/Sc3ccc(C(=O)N4CCC5(CC4)OCCO5)cc3NC2=O)cc1,8,-10,14,22,1,-1,-8,-3,0
C#CCN1C(=O)C2(C(C#N)=C(N)OC(C)=C2C(=O)OCc2ccccc2)c2ccccc21 (stereo not drawn),1,-2,-3,1,-1,6,8,8,-3
O=C1NC(=O)C2(Cc3ccccc3N3CCCC32)C(=O)N1c1cccc(Cl)c1 (stereo not drawn),3,0,0,1,-1,7,10,5,-6
COc1ccc(-n2c(CNCCc3ccc(C)cc3)nc3ccccc3c2=O)cc1,11,-2,2,7,-3,36,1,-5,-6
CSc1ncc(/C=C2/C(=O)NC(=O)N(c3ccc(C(C)C)cc3)C2=O)cn1,-1,1,-9,1,-1,1,3,-14,-4
O=C(COc1ccccc1)N1CCN(CC2CC=CCC2)CC1 (stereo not drawn),-4,2,2,1,-4,4,1,-2,-10
CN1CC(C(=O)c2cccs2)C(c2ccc(Cl)cc2)C1 (stereo not drawn),6,-7,-1,10,-2,1,-5,-1,-7
CCC(C)n1c(O)c(/C=N/NC(=O)c2ccncc2)c(=O)[nH]c1=S (stereo not drawn),0,3,-2,0,-3,2,1,5,0
O=S(=O)(c1ccc(Cl)cc1)N1CN2CCN(C2)C1,0,-5,-11,1,-1,12,10,-12,-1
Fc1ccccc1CCNCc1cccc(Cl)c1Cl,4,-2,-10,-1,-4,34,5,5,-7
CC(Cc1ccccc1Sc1ccccc1O)N(C)C (stereo not drawn),99*,-22,98*,9,-3,10,-23,82*,-4
Cc1nc2ccccc2c(=O)n1-c1cc([N+](=O)[O-])cc([N+](=O)[O-])c1,-4,8,-11,4,0,0,3,-10,0
CCOc1ccc(NC(=O)C2C3c4ccccc4C(c4ccccc43)C2C(=O)O)cc1 (stereo not drawn),-3,5,0,1,-3,-1,0,-16,-8
CC(=O)OC12COC1CC(O)C1(C)C(=O)C(O)C3=C(C)C(O)CC(O)(C(OC(=O)c4ccccc4)C21)C3(C)C (stereo not drawn),-9,13,-19,0,2,1,16,7,4
CCCC12CN3CCN(C1)CC(CCC)(C3)C2=O,-6,2,-14,0,1,0,10,-7,-1
COCOC1CCC2C3CCC4=CC(=O)CCC4=C3C=CC12C (stereo not drawn),-3,6,-15,3,4,2,3,-11,2
C=CCn1c(O)c(N=Nc2c(C)n(C)n(-c3ccccc3)c2=O)c(=O)[nH]c1=S,-2,0,-1,1,0,0,7,1,-10
COc1ccc(-n2c(Cc3ccccc3)nc3ccccc3c2=O)cc1,-1,-2,-2,1,1,6,0,0,-8
CCN(CC)CCCOC(=O)C(OC)(c1ccccc1)c1ccccc1,56*,-23,99*,1,-7,1,-36,53*,-12
CCCCCn1cc(C(=O)C(=O)N2CCOCC2)c2ccccc21,5,0,-9,1,0,-2,5,5,-4
CCOc1nc(NC(C)C)nc(N2CC3CC(C2)c2cccc(=O)n2C3)n1 (stereo not drawn),-9,-2,-12,1,-4,1,11,1,-9
COC(=O)CC1(Cc2ccccc2)C(=O)NC(=O)NC1=O,0,-1,-15,2,-1,3,7,-4,1
CCC(=NCc1ccco1)c1c(O)n(-c2ccc(OC)cc2)c(=O)[nH]c1=O,10,-7,-3,1,7,3,9,-5,1
COc1cccc(C(c2nnnn2-c2c(C)cccc2C)N2CCC(n3c(=O)[nH]c4ccccc43)CC2)c1OC (stereo not drawn),-3,-11,2,3,-3,1,-6,-11,-2
CN(C)C(=O)Oc1ccc2c(c1)O/C(=C\c1cccc(Cl)c1)C2=O,-2,2,-3,1,-1,0,-4,-2,-2
CC(C)(C)C(=O)O[C@H]1CC[C@@]2(C)C(=CC(=O)C3C2CC[C@]2(C)C(=O)[C@@H](F)CC32)C1 (stereo partly drawn),7,7,6,3,4,0,-4,1,-1
O=C(COC(=O)c1cccc(O)c1)Nc1ccc(Cl)cc1C(=O)c1ccccc1,12,-9,9,0,-4,2,-7,3,-7
C[C@@H]1CN([C@@H](C)CO)C(=O)CCCn2nncc2CO[C@@H]1CN(C)C(=O)Oc1ccc2ccccc2c1,5,0,-10,1,-2,4,1,-12,-10
O=[N+]([O-])c1ccc(NC2CCN(Cc3ccccc3)CC2)c2ccncc12,8,-2,-11,1,-4,5,12,10,-11
O=c1[nH]c(=S)n(CCC2=CCCCC2)c(O)c1/C=N/Nc1ccccc1,-4,1,-19,0,4,0,23,-1,-1
Cc1ccc(S(=O)(=O)N2Cc3cc(-c4cccc(F)c4)ccc3-n3nncc3C2)cc1,-4,3,2,0,2,0,5,-3,-7
Nc1ccc(Br)cc1C(=O)c1ccccc1,-7,-1,-7,-2,-7,7,8,3,-11
O=c1[nH]oc2c1CCNC2,-2,0,-35,1,1,1,3,2,-1
CC(=O)C1C(N2CC2)CC2C3CC=C4CC(O)CCC4(C)C3CCC21C (stereo not drawn),4,-1,-8,1,1,0,0,0,-5
CCC(=O)Nc1cc(C(=O)N2CCC3(CC2)OCCO3)ccc1S(=O)(=O)c1ccc(C)cc1,4,-4,-5,1,0,1,6,-4,-3
O=C(CCc1nnc2ccc(NCc3ccccc3Cl)nn12)N1CCC2(CC1)OCCO2,3,0,5,2,-5,0,3,6,-5
CC(C)CCNC(=O)c1cc(C(=O)c2cc(Br)ccc2O)cn(CCC(C)C)c1=O,-1,-1,5,0,1,4,-6,-8,-3
O=C1NC(=S)NC(=O)C1Cc1ccccc1O,2,7,-16,1,5,4,13,-5,1
COC(=O)C1=C(c2cc3ccccc3s2)C[C@@H]2CC[C@H]1N2C(=O)NCCO,8,0,-6,2,2,1,15,-7,-12
Cc1oc2ccc(OC(=O)N(C)C)cc2c1C(=O)OC(C)C,-1,5,-8,-1,0,11,16,4,-6
COc1ccccc1-n1c(-c2ccccc2Br)nc2ccccc2c1=O,8,-4,0,2,-5,-1,3,-4,-3
CC(=O)OC1CCC2(C)C(CC(=O)C3C2CCC2(C)C(OC(C)=O)CCC32)C1 (stereo not drawn),3,17,1,0,4,3,15,-11,10
OC(c1cccc(Cl)c1)(c1cccc(Cl)c1)C1CN2CCC1CC2 (stereo not drawn),99*,-22,99*,22,-5,12,-31,94*,-9
CCc1c(C)nc(N)nc1N1N=C1SCC#N,-3,1,-8,0,-1,9,8,0,-5
Ic1ccccc1CN[C@@H]1C2CCN(CC2)[C@@H]1C(c1ccccc1)c1ccccc1,10,-3,-29,20,9,23,6,-11,4
CCCCCn1c(=O)c(C(=O)NCc2ccncc2)c(O)c2ccccc21,-3,-8,-1,-3,-6,-1,-2,5,-6
COc1cccc(C(=O)C2CCCN(Cc3ccc4nonc4c3)C2)c1 (stereo not drawn),-2,-5,10,0,-10,-3,-30,5,-13
OC(CN1CCCCC1)c1c[nH]c2ccccc12 (stereo not drawn),25,-14,1,0,-5,4,7,86*,-1
N=c1c[n+](CC23CC4CC(CC(C4)C2)C3)[n-]o1,-10,-2,-7,2,-8,6,8,-10,-5
COc1cc(C(O)CNC(C)C)cc(F)c1OC (stereo not drawn),9,1,-16,0,1,14,15,0,1
CCOP(=S)(OCC)SCSP(=S)(OCC)OCC,7,-1,-32,-1,-4,3,24,13,0
CCCCc1nc2ccccc2c(=O)n1-c1ccc(Cl)cc1[N+](=O)[O-],-5,5,3,-1,-3,6,-2,13,-11
COc1ccc(N2C(=O)NC(=O)C(CCc3ccncc3)(CCc3ccncc3)C2=O)cc1,4,-5,0,3,1,4,2,2,-2
CNC(=O)Oc1cccc2ccccc12,3,4,-7,3,3,2,5,1,-2
C[C@@H]1NCCc2cc(O)c(O)cc21,3,-7,-29,1,0,3,-2,8,-4
CN1CCN(Cc2cc(C(C)(C)C)c(O)c(C(C)(C)C)c2)CC1,7,-13,24,0,-5,4,-13,8,-6
COC(=O)C1=C(c2cc3ccccc3o2)C[C@@H]2CC[C@H]1N2C(=O)NCc1ccc(C(F)(F)F)cc1,11,-1,3,0,-4,5,-10,11,-11
O=C(COc1ccccc1)N1CCN(C/C=C/c2ccccc2)CC1,-6,-5,-6,2,-10,2,4,-2,-3
Cc1ccc(OP(=O)(NC(C)c2ccccc2)Oc2ccc(C)cc2)cc1 (stereo not drawn),2,-8,-4,-1,-6,1,-1,-3,-5
CNC(C(=O)c1ccccc1)C(OC)c1cccc([N+](=O)[O-])c1 (stereo not drawn),9,-2,-7,0,2,3,3,3,-3

The final two compounds of the section above lead into the next:
SMILES,CHRM5 antagonist,M5 PAM,M1 antag,M4 ag,CHRM5 agonist,TAAR1 agonist,CHRM1 PAM,CHRM4 antagonist,CHRM1 agonist
Cc1ccc(OP(=O)(NC(C)c2ccccc2)Oc2ccc(C)cc2)cc1 (stereo not drawn),2,-8,-4,-1,-6,1,-1,-3,-5
CNC(C(=O)c1ccccc1)C(OC)c1cccc([N+](=O)[O-])c1 (stereo not drawn),9,-2,-7,0,2,3,3,3,-3
CC1CC2(C)C(=CC1=O)CCC1C3CCC(C)(O)C3(C)CC3OC312 (stereo not drawn),20,-8,-11,5,2,2,4,-7,-2
COC(=O)C1=C(c2ccc(F)cc2F)C[C@@H]2CC[C@H]1N2C(=O)NCCNC(C)=O,3,4,0,0,2,/,6,-1,-9
O=[N+]([O-])c1ccc2c(c1)C(c1ccccc1)=NCCN2,3,0,-12,1,-1,2,9,4,-5
CCN(CC)C(=O)c1ccc(NC(=O)CCCSc2ccccc2)cc1,8,3,-3,5,3,2,-1,6,0
CC1CN(C)C(C)(C)CC1(O)c1ccccc1 (stereo not drawn),11,-21,15,1,-7,4,-10,7,-12
CC(=NCc1ccco1)c1c(O)n(C)c(=O)n(C)c1=O,-10,9,0,2,-2,4,0,-1,-2
O=C(Nc1ccc2ccccc2c1)c1nn(C23CC4CC(CC(C4)C2)C3)cc1Br,-1,-2,1,0,0,5,6,-2,-4
N#Cc1ccc(NC(=O)CN2C(=O)NC3(CCCC3)C2=O)cc1Cl,13,-6,-10,2,-3,-3,-1,-5,-1
FC(F)(F)c1cccc(NC2=NCCS2)c1,-2,-3,4,4,0,2,-7,-7,-5
C/C(=N\Nc1cccc2ccccc12)c1c(O)n(Cc2ccccc2)c(=O)[nH]c1=O,-2,-5,-3,2,0,1,3,-5,-3
COc1cccc(NC(=O)CN2CC(c3ccccc3)CC2=O)c1 (stereo not drawn),-2,-1,-1,1,0,3,0,0,-6
COC(COC(N)=O)C1=C(N2CC2)C(=O)C(C)=C(N2CC2)C1=O (stereo not drawn),10,-9,-11,1,-2,2,5,-8,-2

These rows are one share of the data, so the mix of outcomes need not match the whole.
